CSN deneddyl inh = blocks human CSN-mediated cullin deneddylation. Q92905. Purified CSN, SCF-Nedd8-OG deneddylation, fluorescence polarization. inhibition, % at 12.5 µM. actives 0.38% (n = 360,000);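 active means pattern-corrected inhibition above about 35%, with an unprinted fluorescence ratio check between 0.5 and 1.5, limit read from the data, passing the limit was not always enough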;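 further: 0% = enzyme with substrate and 100% = substrate without enzyme; some results filed as inactive read as strong as hits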
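Test system: purified human Csn5 enzyme expressed in HEK293T cells. Amount: 0.24 nM enzyme. Reagent: SCFSkp2-Nedd8OG substrate at 10 nM final. Schedule: 90 min incubation of compound, enzyme and substrate at room temperature. Detection: fluorescence polarization. Read-out: % inhibition of substrate cleavage by Csn5.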
Neddyl block = cullin neddylation inhibition; P61081+Q13564; actives 0.58% (n = 360,000); calls only at 25 µM; AID 651699; TR-FRET cullin neddylation, biochemical; in the data active means inhibition above about 36%
MT1-MMP act inh = MT1-MMP (human) activation inhibition | P50281 | HT1080 RFP-PRO-GFP cells, GFP/RFP ratio fluorescence, overnight; percent of plate control window, DMSO zero | GFP/RFP ratio change, % at 20 µM | actives 0.061% (n = 360,000);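 active means GFP/RFP ratio change of at least 30% with cell ATP level not reduced by more than half and red fluorescence within 50% of control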; further: strong numbers were not always called active
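Assay system: HT1080 cells carrying an RFP-PRO-GFP reporter | Dosing: Single dose of 20 µM compound, 1% DMSO final | Incubation: Cells overnight before dosing, compound overnight, 37 °C, 5% CO2 | Evaluation: GFP/RFP fluorescence ratio | Control set: DMSO and RFP-L50D-GFP cell wells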
PABP1 MLLE inh = blocks PAM2 peptide binding to the PABP1 MLLE domain | GST-MLLE / FITC-PAM2 fluorescence polarization | inhibition, % at 20 µM | actives 0.36% (n = 360,000) | AID 588489; in the data active means inhibition above about 35%, passing the limit was not always enough;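 further: plate controls were DMSO wells with GST-MLLE for no effect and wells lacking GST-MLLE protein for full effect; some results filed as inactive read as strong as hits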
Target sequence (P11940 whole entry, looked up, the tested form may be a part): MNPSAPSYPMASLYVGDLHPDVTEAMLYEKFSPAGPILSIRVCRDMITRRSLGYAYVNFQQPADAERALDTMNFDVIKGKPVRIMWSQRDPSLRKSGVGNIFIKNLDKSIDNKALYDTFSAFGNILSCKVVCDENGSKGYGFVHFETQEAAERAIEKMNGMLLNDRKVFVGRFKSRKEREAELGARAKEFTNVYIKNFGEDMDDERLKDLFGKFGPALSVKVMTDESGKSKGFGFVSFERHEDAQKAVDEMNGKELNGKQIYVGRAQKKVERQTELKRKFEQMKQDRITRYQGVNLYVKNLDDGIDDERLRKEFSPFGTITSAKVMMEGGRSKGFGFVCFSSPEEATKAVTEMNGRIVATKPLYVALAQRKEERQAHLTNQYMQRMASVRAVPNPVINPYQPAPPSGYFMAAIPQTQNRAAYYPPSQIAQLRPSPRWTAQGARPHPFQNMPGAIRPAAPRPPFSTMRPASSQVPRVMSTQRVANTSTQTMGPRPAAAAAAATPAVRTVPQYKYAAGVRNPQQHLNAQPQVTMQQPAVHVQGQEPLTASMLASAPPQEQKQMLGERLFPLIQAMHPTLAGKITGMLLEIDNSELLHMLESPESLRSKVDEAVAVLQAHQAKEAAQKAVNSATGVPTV
NadD inh = blocks S. aureus nicotinate mononucleotide adenylyltransferase; purified NadD enzyme, colorimetric absorbance read-out; inhibition, % at 20 µM; actives 0.78% (n = 360,000); in the data active means inhibition above about 26%; further: some compounds past the cut are filed as inactive
SKN-1 inh = inhibitors of C. elegans SKN-1; C. elegans VP596 Pgst-4::GFP/RFP ratio, acrylamide-induced, 24 h; inhibition, % at 21.8 µM; actives 0.49% (n = 360,000);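 active means interference check ratio from 0.5 to 1.5 plus GFP to RFP signal ratio inhibition reaching or exceeding a fixed threshold, cut at about 30% in these data, passing the limit was not always enough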; further: some compounds called inactive have numbers as strong as hits
Rin1-Abl PPI inh = human Rin1-Abl interaction inhibition | P00519+Q13671 | TR-FRET Rin1/Abl binding, biochemical | inhibition, % at 7.35 µM | actives 0.4% (n = 360,000); in the data active means inhibition above about 5%, passing the limit was not always enough
FAS-TE inh = blocks the thioesterase domain of human fatty acid synthase. AID 602261. actives 0.67% (n = 360,000). inhibition, % at 15 µM. recombinant FAS-TE, OMFH fluorogenic substrate, fluorescence endpoint;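 active means compounds whose normalised, plate-corrected inhibition of enzyme fluorescence in the single-dose primary screen is 50% or more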;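 further: 0% = DMSO with enzyme and 100% = substrate without enzyme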
Rpn11 inh = inhibitors of human proteasome Rpn11; human 26S proteasome, Ub4-pepOG fluorescence polarization; 20S core pre-blocked with epoxomicin; calls only at 20 µM; actives 0.59% (n = 360,000);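 active means inhibition at 20 µM, scaled to each plate's controls, above about 33%, limit read from the data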
Target sequence (O00487 whole entry, looked up): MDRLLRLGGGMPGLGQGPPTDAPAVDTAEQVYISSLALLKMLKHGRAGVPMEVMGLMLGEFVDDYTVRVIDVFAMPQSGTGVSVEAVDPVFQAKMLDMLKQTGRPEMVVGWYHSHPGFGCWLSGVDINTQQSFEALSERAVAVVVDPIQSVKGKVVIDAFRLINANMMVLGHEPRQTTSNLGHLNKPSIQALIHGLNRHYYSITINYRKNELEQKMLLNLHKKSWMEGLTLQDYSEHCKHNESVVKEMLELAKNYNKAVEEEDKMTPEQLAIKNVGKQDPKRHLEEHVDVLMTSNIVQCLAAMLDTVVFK
* hit, by the source's call; i = inactive; · = no result given. Compounds as they come; overall some 3.9% were active at least once.

Structure	CSN deneddyl inh	Neddyl block	MT1-MMP act inh	PABP1 MLLE inh	NadD inh	SKN-1 inh	Rin1-Abl PPI inh	FAS-TE inh	Rpn11 inh
NS(=O)(=O)c1ccc(NC(=O)COC(=O)CCNC(=O)NC23CC4CC(CC(C4)C2)C3)cc1	-0.2	i	-3.3	-9.5	1.2	-0.9	-0.5	1.1	i
C[C@@H]1O[C@@H](O[C@@H]2[C@@H](O)[C@H](OCCc3ccc(O)c(O)c3)O[C@H](CO)[C@H]2OC(=O)/C=C/c2ccc(O)c(O)c2)[C@H](O)[C@H](O)[C@H]1O	0.6	i	2.5	-11.3	2.7	12.0	30.5*	-10.6	i
FC(F)(F)c1nnc2ccc(NCc3ccccc3)nn12	-3.6	i	2.7	-7.6	-0.5	6.3	-0.9	0.7	i
Cc1nn2c(Nc3ccccc3)c3c(nc2c1-c1ccccc1)CCC3	-14.2	i	2.4	9.0	9.6	9.8	-0.9	26.2	i
CC1CC2=C(C(=O)O1)C(c1ccccc1)Nc1ccccc1N2 (stereo not given)	4.4	i	-1.6	17.6	0.0	8.5	-0.8	-10.3	i
Cn1cc(Br)c(C(=O)Nc2sc3c(c2C#N)CCC3)n1	2.4	·	-2.6	15.0	-2.2	-10.2	-2.0	4.2	i
Cc1c(/C(O)=C2\C(=O)C(=O)N(CCCN(C)C)C2c2ccco2)cnn1-c1ccccc1 (stereo not given)	-2.8	i	0.1	-4.1	0.2	9.1	-0.3	-4.4	i
N#CC1=C(SCc2ccccc2)NC(=O)CC1c1cccc(O)c1 (stereo not given)	2.0	i	1.4	-1.8	2.5	17.0	4.2	-10.4	i
O=C(c1ccc(C(F)(F)F)cc1)N1CCC(=O)N(C(CO)Cc2ccccc2)CC1 (stereo not given)	4.3	i	-2.9	9.4	1.4	-5.5	0.9	16.2	i
CCOC(=O)C1CCN(c2c(NCCCN3CCN(Cc4ccccc4)CC3)c(=O)c2=O)CC1	-0.9	i	-3.5	-11.9	-5.5	5.9	-0.9	-3.0	i
Cc1nc2ccc(S(=O)(=O)CCC(=O)NCCc3ccccc3)cc2s1	-1.4	i	2.7	6.6	-3.7	-9.8	2.4	0.4	i
Nc1ccccc1NC1=CC(=O)CC(c2ccco2)C1 (stereo not given)	8.4	i	13.8	-10.7	7.4	8.9	0.0	-5.7	i
CC(C)(C)n1cnnc1Sc1ccc([N+](=O)[O-])cn1	1.2	i	1.7	-6.7	-0.1	7.1	-1.2	-2.5	i
O=C(NCc1ccco1)c1ccc2sc([C@@H]3O[C@H](CO)[C@H](O)[C@H](O)[C@H]3O)nc2c1	-2.6	i	3.2	-0.2	4.6	-6.7	-1.6	-9.3	i
CCn1cc(CN(C)C(=O)CSc2nc(-c3ccco3)cc(C(F)(F)F)n2)c(C)n1	-4.2	i	-1.0	-3.4	-3.9	-12.6	-5.8	-7.8	i
Cc1ccc(/C(N)=N/OC(=O)c2ccc3c(c2)OCO3)cc1	2.1	i	8.7	-1.2	-0.6	4.5	-1.0	-2.5	i
COc1ccccc1NC(=O)C(=O)N/N=C(\C)CC(=O)Nc1ccccn1	3.8	i	-2.2	11.2	-1.1	8.1	-1.1	-7.4	i
O=C(C1=C[C@@H](c2coc3ccccc3c2=O)C[C@@H](OCc2ccc(CO)cc2)O1)N1CCN(Cc2ccccc2)CC1	-2.6	i	1.3	8.4	-2.6	4.6	0.8	-0.6	i
CC1CCN(C2=NN3C(=N)/C(=C\c4ccc(OC(=O)c5ccco5)cc4)C(=O)N=C3S2)CC1	6.2	i	3.8	-6.1	37.5*	10.5	-2.3	2.1	i
CCCN(CC1CC1)C(=O)CCc1nnc(CCc2c[nH]c3ccccc23)o1	1.2	i	-3.6	-8.6	-1.5	3.5	0.9	-11.2	i
Cc1[nH]n(-c2ccccc2)c(=O)c1C=Nc1ccc(S(=O)(=O)N=C(N)N)cc1	1.2	i	-2.6	7.8	-10.0	8.6	0.1	-1.6	i
CCOC(=O)c1ccc(OCc2nc(-c3cccs3)no2)cc1	5.9	i	-1.5	8.8	-10.9	13.7	-1.4	26.1	i
CC1(C)CC(=O)C(C=NCC2CCN(C(=S)Nc3ccccc3)CC2)=C(O)C1	-2.2	i	1.2	-66.6	2.6	-9.5	2.3	-4.5	i
C=CCN1C(=O)CSc2ccc(C(=O)N3CCC(C)CC3)cc21	-2.1	i	-0.1	10.0	-1.5	18.1	1.7	-2.1	i

Compound profiles (already shown):
CC(C)(C)n1cnnc1Sc1ccc([N+](=O)[O-])cn1 across the screens: CSN deneddyl inh: 1.2; Neddyl block: i; MT1-MMP act inh: 1.7; PABP1 MLLE inh: -6.7; NadD inh: -0.1; SKN-1 inh: 7.1; Rin1-Abl PPI inh: -1.2; FAS-TE inh: -2.5; Rpn11 inh: i
CCn1cc(CN(C)C(=O)CSc2nc(-c3ccco3)cc(C(F)(F)F)n2)c(C)n1 across the screens: CSN deneddyl inh: -4.2; Neddyl block: i; MT1-MMP act inh: -1.0; PABP1 MLLE inh: -3.4; NadD inh: -3.9; SKN-1 inh: -12.6; Rin1-Abl PPI inh: -5.8; FAS-TE inh: -7.8; Rpn11 inh: i

Next part
Structure	CSN deneddyl inh	Neddyl block	MT1-MMP act inh	PABP1 MLLE inh	NadD inh	SKN-1 inh	Rin1-Abl PPI inh	FAS-TE inh	Rpn11 inh
CC(=O)N1C(C)c2ccccc2C(C)(C)CC12CCCCC2 (stereo not given)	-1.1	i	-15.7	-18.7	3.3	12.6	0.1	2.6	i
COc1cc(OC)c(S(=O)(=O)NC(C)C)cc1C(=O)O	-1.5	i	3.4	1.5	6.2	15.8	-1.7	-3.2	i
CCN(CCO)Cc1csc2ccc(C(C)(C)C)cc12	4.1	i	-1.0	12.6	-5.7	-1.9	2.5	-10.6	i
CC(=O)Nc1ccc2c(c1)OCO2	6.8	i	-2.3	-6.1	-2.4	10.5	-1.3	-9.7	i
COc1ccc(C(=O)NC2CC(C)(C)Cc3c2cnn3-c2ccccc2C)c(OC)c1OC (stereo not given)	-1.9	i	-0.1	-2.2	-0.9	8.3	-0.4	5.7	i
COc1cc(C(=O)Nc2cc3c4c(c2)CC(=O)N4CCC3)cc(OC)c1OC	1.7	i	12.6	-0.4	8.0	-3.8	3.9	-3.0	i
COc1cc(C(=O)NCC2CCCO2)ccc1OCc1c(C)noc1C (stereo not given)	8.7	i	-20.4	14.9	2.2	7.9	-2.3	-6.5	i
COc1ccccc1CNC(=O)COC(=O)/C=C/c1ccc(OC(F)F)c(OC)c1	0.7	i	4.2	11.5	-7.8	-11.3	0.1	-1.0	i
CCOc1ccc(S(=O)(=O)N2CCOCC2)cc1NC(=O)CN1C(=O)NC(C)(c2ccccc2)C1=O (stereo not given)	1.1	i	-2.2	6.2	0.1	22.9	2.0	-2.3	i
O=C(CCN1C(=O)/C(=C/c2ccccc2)SC1=S)Nc1ccccn1	-5.4	i	1.0	-1.0	0.7	1.2	-0.9	12.1	i
CN(CCc1ccccn1)S(=O)(=O)c1ccc(F)cc1	1.9	i	-1.0	2.6	-1.5	-6.5	-0.9	-1.0	i
COc1ccc(/C=N/NC(=O)CN(C)S(=O)(=O)c2ccc(NC(C)=O)cc2)cc1	-1.0	i	-0.2	-1.4	0.1	4.8	-2.9	-4.2	i
O=C1c2ccccc2-c2nc3ncnn3c(-c3ccccc3Cl)c21	-2.9	i	-2.9	-1.7	-2.2	6.0	-1.5	4.2	i
COc1cc2nc(NC(=O)c3ccc(Cl)cc3)sc(=O)c2cc1OC	13.0	i	-8.4	19.9	-9.5	5.8	2.1	0.0	i
O=C(COc1ccc(/C=N/NC(=O)c2ccncc2)cc1)Nc1ccccc1	1.9	i	-1.0	6.4	-2.8	13.4	1.0	-1.5	i
CCOC(=O)c1[nH]c(C)c(C(=O)Nc2cc(Cl)ccc2C)c1C	0.0	i	9.7	-9.4	2.7	1.7	-2.2	0.6	i
O=[N+]([O-])c1ccc(N2CCN(C(=S)c3cccc([N+](=O)[O-])c3)CC2)cc1	7.9	i	7.6	2.1	5.5	11.3	-3.5	26.6	i
N#CCc1ccc(NS(=O)(=O)c2ccc(N3CCCC3=O)cc2)cc1	5.3	i	3.4	-0.9	-4.0	-8.9	3.5	-1.6	i
CC(C)(C)NCc1cc(Cl)ccc1OCc1cccs1	-2.2	i	-0.9	1.4	-1.8	10.9	-0.2	-11.7	i
COc1ccc(OC)c(NC(=O)c2cc3n(n2)C(C(F)(F)F)CC(c2ccc4c(c2)OCO4)N3)c1 (stereo not given)	2.5	i	-5.1	-6.5	-1.3	-0.8	-3.2	-5.1	i
COc1ccc(-c2[nH]ncc2CN(C)C(C)c2ccon2)c(OC)c1 (stereo not given)	0.1	i	0.7	7.8	-6.6	9.1	-0.6	-1.5	i
Cc1cccc(N2CCN(C(=O)Cc3ccccc3[N+](=O)[O-])CC2)c1C	-3.3	i	1.8	-9.5	-5.5	7.8	-0.9	12.3	i
COCCN1C(=O)N[C@@H](c2cccc(F)c2)C(C(=O)OC)=C1C	5.1	i	1.9	1.5	0.6	-3.0	1.3	-7.9	i
CCc1noc(C)c1C(=O)N1CCN(c2ccc([N+](=O)[O-])cc2)CC1	-0.6	i	-1.8	-43.7	2.5	-0.1	-7.3	-4.0	i
CN(C)S(=O)(=O)c1cccc(NC(=O)c2sccc2-c2ccccc2)c1	0.9	i	1.8	-3.3	-7.2	2.0	-0.2	10.7	i
Cc1c(CNCCC2=CCCCC2)c(C(=O)O)c(C)n1Cc1ccccc1	-2.8	i	3.0	-15.7	-6.3	5.5	-1.0	-7.7	i
Cc1ccc(-n2ncc3c(SCc4cccc(C)c4)ncnc32)cc1	-1.6	i	2.7	-21.9	1.5	3.0	-0.4	14.5	i
CN1CC2(C)CN(C(c3ccccc3)c3ccccc3)CC(C)(C1)C2O (stereo not given)	2.0	i	2.3	5.1	4.2	-3.4	3.2	-6.4	i
CCOC(=O)C1=C(C)N=C2c3ccccc3C(=O)C2C1c1ccc(C)cc1 (stereo not given)	-3.7	i	3.7	3.1	2.4	16.1	-2.0	6.8	i
CCCc1cc(=O)[nH]c(SCC(=O)NC(=O)NC2CCCC2)n1	-3.3	i	7.5	7.2	4.1	-5.5	3.5	-7.9	i
COc1ccc(CC(=O)N/N=C(\C)c2cccnc2)cc1	-3.6	i	-1.2	9.1	-1.6	-13.1	3.3	-6.0	i
Cc1ccc(-c2csc(-c3c[nH]c4ccccc34)n2)cc1	-3.0	i	2.1	-1.3	-3.9	15.6	0.1	35.7	i
CCCCN1CC(=O)N2[C@H]3c4ccccc4OC[C@@H]3[C@H](c3ccccc3)[C@]2(C)C1=O	-7.7	i	-0.8	17.1	-1.9	16.4	3.1	6.9	i
O=C(O)C1C2C=CC(C2)C1C(=O)NC1CCS(=O)(=O)C1 (stereo not given)	-4.6	i	1.3	-4.2	-4.9	3.7	-0.1	-4.3	i
O=C(c1cc(C2CCCCN2S(=O)(=O)Cc2ccccc2)on1)N1CCOCC1 (stereo not given)	1.4	i	1.2	-3.3	-3.8	15.6	1.4	-6.6	i
Cc1cc2sc(C(=O)O)c(C)c2s1	1.0	i	-2.3	-3.9	-2.7	-0.4	-27.7	0.4	i
COc1ccc(S(=O)(=O)Nc2cc(C)c(O)cc2C(C)C)cc1	0.9	i	2.6	11.9	4.4	14.3	1.7	-6.2	i

Screening results from PubChem.
